PG9 binder = PG9 antibody binding by small molecule | AID 624416 | inhibition, % at 6.7 µM | TR-FRET gp120-PG9 antibody binding | hit rate 0.43% among 360,000; in the data active means inhibition above about 8.5%
SMARCA2 act = increases SMARCA2 function in MMTV reporter cells; MG213 cells, MMTV-luciferase reporter, dexamethasone, overnight; activation, % at 9.1 µM; hit rate 1% among 370,000; AID 652017; in the data active means activation above about 7.8%;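 further: 0% = vehicle wells and 100% = reference activator wells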
DAX1 inh-1 = inhibits human nuclear receptor DAX1; P51843; HEK293 Gal4-DAX1 luciferase reporter, luminescence; inhibition, % at 6.75 µM; hit rate 0.99% among 340,000; AID 504766;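 active means inhibition above the mean over all tested compounds plus 3 SD, cut at about 4.2% in these data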;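 further: 0% = DAX1-transfected cells with DMSO and 100% = empty-vector control cells with DMSO; inhibition shows as a rise in luminescence from relieved DAX1 repression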
hcDAF-12 act = activators of H. contortus DAF-12 nuclear receptor; HEK293 hcDAF-12 lit1-tk-luc reporter, luminescence; 0% DMSO, 100% Δ7-dafachronic acid; hit rate 1.4% among 370,000; activation, % at 6.8 µM;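 active means activation above the mean of all tested compounds plus 3 SD, cut at about 5.5% in these data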;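 further: 100% = response to 3 µM Δ7-dafachronic acid high control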
FXN GAA850 act = increases GAA850 frataxin promoter reporter activity. activation, % at 6 µM. AID 540364. HEK293 lucGAA850 FXN promoter luciferase reporter, 24 h; percent of 10 µM SAHA response. hit rate 0.56% among 360,000;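 active means activation above the average of all compounds screened plus 3 SD, cutoff fixed separately per campaign, cut at about 7.5% in these data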;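 further: 0% = DMSO wells and 100% = 10 µM SAHA wells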
ssDAF-12 act = activates DAF-12 receptor from parasite S. stercoralis. hit rate 1% among 370,000. activation, % at 6.8 µM. HEK293 ssDAF-12/GRIP1 lit1-tk-luc reporter, luminescence; % of 3 µM dafachronic acid response. AID 652126;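 active means activation above the mean over all tested compounds plus 3 SD, cut at about 0.9% in these data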;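 further: 0% = DMSO-only wells and 100% = 3 µM delta7-dafachronic acid wells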
PLC-beta3 inh = inhibitors of human phospholipase C beta3. Q01970. Purified PLC-beta3, fluorogenic substrate, fluorescence. inhibition, % at 12.2 µM. hit rate 0.18% among 370,000. AID 720704; in the data active means inhibition above about 11%;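 further: 0% = median of compound wells on plate and 100% = full blocker control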
DAX1 inh-2 = blocks DAX1 repression of SF-1 activated StAR promoter; HEK293T StAR-luciferase reporter, SF-1/DAX-1 repression relief; inhibition, % at 6.8 µM; hit rate 1.1% among 370,000; AID 652010;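 active means inhibition above the mean over all tested compounds plus 3 SD, cut at about 3.6% in these data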;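 further: 0% = DAX-1 cells with DMSO and 100% = cells lacking DAX-1 with DMSO; higher inhibition means more luminescence from relief of DAX-1 repression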
sPLA2-III inh = Blocks human group III sPLA2 activity; Q9NZ20; QFRET BODIPY PC-A2 liposome hydrolysis, fluorescence; inhibition, % at 12.2 µM; hit rate 0.56% among 370,000; AID 743126;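 active means inhibition above mean plus 3 SD of compounds lying within the high and low control bounds, cut at about 19% in these data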;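 further: 0% = median of test compound wells and 100% = no enzyme DMSO wells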
Rev-erbA mod = Rev-erb alpha (human) modulation; P20393; Rev-erbα–FITC-DNA binding, fluorescence polarization, 90 min; activity, % at 10 µM; hit rate 0.79% among 370,000;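 active means activity above about 14%, limit read from the data; passing the limit was not always enough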;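 further: 0% = DMSO wells with 35 nM protein and 100% = DMSO wells with 750 nM protein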
hgDAF12 agonist = agonists of H. glycines DAF-12 nuclear receptor; activation, % at 6.8 µM; hit rate 1.8% among 370,000; AID 687014; HEK293 GAL4-hgDAF12 UAS-luciferase reporter, agonist luminescence; normalized to butyrate control;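 active means activation above a cutoff set at the mean of all screened compounds plus 3 SD, cut at about 10% in these data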;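 further: 0% = DMSO wells and 100% = sodium butyrate wells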
* marks the source's active call; other numbers are inactive results; i = inactive; . = not tested or not shown.

The line under a structure holds: FXN GAA850 act, SMARCA2 act, hgDAF12 agonist, PG9 binder, ssDAF-12 act, sPLA2-III inh, DAX1 inh-2, DAX1 inh-1, hcDAF-12 act, PLC-beta3 inh, Rev-erbA mod
O=C(c1ccc(CNc2c(N3CCOCC3)c(=O)c2=O)cc1)N1CC=C(c2ccccc2)CC1
    -0.1, -4, 0.1, -0.7, -1.3, -10, -0.2, 0.1, -2.1, 2, 1
Clc1ccc(CSc2cnnc3ccccc23)cc1Cl
    2.9, -2, 1.5, 0.1, -1.1, 0, -0.8, 0.6, 0.5, 6, 0
Cc1cc(C)cc(N2C(N)=NC(N)=NC2c2ccccc2F)c1 (stereo unspecified)
    -2.0, 2, -2.4, -1.1, -0.9, 1, -0.1, 0.5, 1.6, -2, -5
CC(C)Sc1nc2ccc(Br)cc2[nH]1
    -0.9, -1, 3.2, -1.2, -0.9, 3, 0.6, -0.2, -0.3, -3, 1
CCN1CCN(Cc2cccc(Oc3ccc(Cl)cc3)c2)CC1
    0.0, -3, 0.4, -0.1, -0.9, 9, -0.7, -0.2, -1.8, 0, -2
Cc1nccn1CCCNC(=O)c1nc(Cn2cc([N+](=O)[O-])cn2)no1
    2.6, -4, 2.0, -3.8, -0.7, 8, 0.4, 0.3, -1.2, 2, -11
O=C1Cc2ccccc2C(=O)N1Cc1cccc(Cl)c1
    -1.2, 2, -2.2, -3.0, -1.4, -5, 0.0, -1.0, 1.0, -13, 3
NS(=O)(=O)c1ccc(NC(=O)c2ccc(S(=O)(=O)N3CCc4ccccc43)cc2)cc1
    4.1, -2, -1.7, -1.5, -1.0, -13, -0.4, -1.3, -1.2, 0, 1
CCOc1ccc2nc(NCCNC(=O)C(C)(C)C)c(C)cc2c1
    2.0, -2, 1.6, 0.7, -1.4, 0, -1.4, -0.8, -1.1, -45, -3
CCOC(=O)C1CCN(C(=O)Nc2ccc(Cl)cc2Cl)CC1
    1.9, 2, -0.1, -0.8, -1.4, 3, -0.2, 3.4, -0.9, 3, 2
COc1ccc(-n2nnc3c(=O)n(Cc4cccc(C)c4)cnc32)cc1
    -2.4, -3, -0.2, -2.6, -0.4, -14, 0.4, 0.2, 0.3, 1, 0
C=CCNc1ccc2c(c1)OC[C@@H](CC(C)C)NS2(=O)=O
    ., -4, 2.2, 0.3, -1.2, 6, 0.7, ., 0.3, -4, -7
NS(=O)(=O)c1ccc(CCNCc2cccnc2)cc1
    -0.1, -2, -1.6, -1.2, -0.8, -3, -0.5, 1.1, -1.0, -5, -2
COc1ccc(N2C(=O)C3CCCN3C2c2cccc(OC)c2)cc1 (stereo unspecified)
    2.4, 1, 1.2, -0.7, -1.6, 3, -0.1, 2.3, -0.3, 5, 2
Cc1cccc(S(=O)Cc2ccc(C(=O)NC3CCN(Cc4ccccc4)CC3)o2)c1 (stereo unspecified)
    -1.0, -6, -2.2, -0.8, -1.7, 1, -0.2, -0.2, -3.9, -9, -1
Cc1noc(C)c1COc1ccccc1C(=O)NCCOc1ccccc1
    2.2, 3, -1.4, -3.8, -1.1, -1, 1.7, -1.6, -0.5, -7, -4
Cc1ccccc1C(=O)NNC(=O)C1CC(=O)N(Cc2ccccc2)C1 (stereo unspecified)
    -1.1, -2, 1.2, 1.2, -1.3, 14, 1.6, -0.3, -0.6, -1, -4
Cc1cc(=O)[nH]c(SCC(=O)NC2CCCCCCC2)n1
    -0.3, -1, 3.9, 2.9, -0.9, 11, 1.5, -0.3, 0.8, -6, -6
COc1ccc(C2C(C(=O)c3cccs3)=C(O)C(=O)N2Cc2cccnc2)cc1OC (stereo unspecified)
    3.6, -1, 1.7, 0.2, -1.9, -1, 0.9, -0.5, -0.7, -2, 8
O=C(CSC1=NCCS1)N1CCOCC1
    -2.1, 0, -0.9, 0.2, -1.3, 3, -0.1, 0.1, -1.9, 7, -8
CC(=O)Nc1nc2ncccn2c1-c1ccccc1
    ., 5, -0.6, ., -1.2, 5, 0.3, ., -2.5, i, 8
O=C(Cc1csc(-c2cccc(Cl)c2)n1)Nc1cccc(S(=O)(=O)NC2=NCCC2)c1
    0.2, -3, -0.2, 2.2, -1.7, -24, -3.8, -1.6, -1.6, -3, -2
COCCCNC(=O)Cn1cc(/C=C(\C#N)C(=O)N2CCN(c3ccccc3)CC2)c2ccccc21
    0.0, -1, -1.2, -2.5, -0.9, 0, 0.1, 1.3, -1.0, -3, 1
CCN(CC)CC(=O)c1c[nH]c2ccc(OC)cc12
    2.1, 3, -0.3, -1.9, -0.6, 1, -0.2, 0.3, 1.1, -16, 1
CC(=O)C[C@H](O)CC(=O)[C@H]1OC(=O)[C@@H](C)C/C=C\Cc2ccccc21
    -1.9, 1, 2.8, -1.0, -0.6, -6, -0.4, 0.8, 0.0, -6, -1
CCC(C(=O)NC1C(=O)N2C(C(=O)O)=C(CSc3nnc(C)s3)CSC12)c1ccccc1 (stereo unspecified)
    0.3, -1, 1.2, 0.1, -1.5, -3, -0.1, 0.3, 1.5, -5, -2
CCOc1ccc(-c2nnc(SCC(=O)N3CCNC3=O)o2)cc1
    2.3, 7, 14*, -0.6, 0.7, -1, 6.2*, 0.8, 6.2*, -4, -3
O=C(CN1CCN(c2cccc(C(F)(F)F)c2)CC1)Nc1ccc2c(c1)OCCCO2
    0.5, -4, -2.8, 0.4, -0.7, 16, 0.0, 1.8, -1.6, 1, -2
COC(=O)c1ccc(C2=NOC(C)(c3nnc(-c4cccc(Cl)c4)o3)C2)cc1 (stereo unspecified)
    -0.2, -2, 0.9, 1.6, -1.4, 1, 0.1, -0.7, -1.6, -1, 0
O=C(Cc1ccc([N+](=O)[O-])cc1)Nc1ccc(C(=O)N2CCOCC2)cc1
    -1.2, 0, -0.7, -1.3, -1.2, 3, 1.1, -0.6, -0.3, 4, -1
NC(=O)C1CNc2ccccc2O1 (stereo unspecified)
    1.6, -1, 2.7, 0.7, 0.4, 7, -0.1, 0.8, 3.5, 7, -5
CC(=O)Nc1ccc(NC(=O)c2csc([C@@H]3C[C@H](O)[C@@H](CO)O3)n2)cc1
    1.7, 0, 1.5, 0.2, -0.7, -5, 0.6, ., -1.9, 7, 8
COC(=O)c1ccc(CNC(=O)c2ccc(COc3ccccc3)cc2)cc1
    -0.3, -2, -1.2, -2.7, -1.5, 6, -0.3, 0.3, -0.2, -2, -4
CSc1cccc(NS(=O)(=O)c2ccc3c(c2)CCN3C(C)=O)c1
    -3.1, -3, -6.2, 0.2, -1.5, -4, -1.2, -3.2, -3.9, -3, 0
O=[N+]([O-])c1ccc(Cl)c(/C=N/N2CCN(C3c4ccccc4-c4ccccc43)CC2)c1
    1.3, -1, -2.3, 1.8, -1.6, 7, -0.5, 0.3, -1.6, 5, -5
CC(=O)Nc1c(-c2ccc(C)cc2)nc2ccc(Cl)cn12
    1.1, -3, -2.6, -0.5, -0.9, 5, -0.9, 0.1, -0.7, -26, 1
CC(C)(C=O)Cc1cc(C(C)(C)C)c(O)c(C(C)(C)C)c1
    0.2, -2, -2.5, -1.3, -1.4, 6, 0.8, 0.5, 1.3, 0, 21*
C=C1C(O)C[C@@H](C(C)C)N(CC(C)C)S1(=O)=O (stereo partly specified)
    1.6, 1, -0.9, -2.7, -1.2, -1, -0.4, 0.3, 1.4, 3, -3
S=C(Nc1ccc(Br)cc1)N1CCCC1
    2.4, -1, 0.9, -1.2, -1.6, 2, 0.5, 1.0, 7.4*, 10, -3
COc1cc(CN2CCC(C(=O)NCC(C)(C)CN(C)C)CC2)ccc1OCc1ccccc1
    2.0, 3, 0.3, -2.1, -0.9, -6, 0.6, -0.4, -1.2, -4, -1
CCOC(=O)c1[nH]c(C)c(C(=O)NCc2ccc(C)cc2)c1C
    0.4, -2, 1.0, -0.8, -0.5, 8, 1.2, -2.2, 0.1, 7, 3
COc1ccc(OC)c(NC(=O)Cc2nn(C)c(=O)c3ccccc23)c1
    -1.7, -4, -2.4, 0.0, -1.5, 0, -2.4, -1.0, -3.0, 1, 0
Cc1cc(C(=O)Nc2cccc3cccnc23)ccc1[N+](=O)[O-]
    3.1, 0, 3.8, -2.5, 0.4, -1, -0.2, 0.3, 5.9*, 1, 6
Cc1ccc2ncnc(Oc3ncccc3NC(=O)C(C)(C)C)c2c1
    0.1, -1, 0.1, -2.5, -1.1, 0, 0.2, -0.8, 0.8, -3, -6
NS(=O)(=O)c1ccc(NC2=CC(c3ccc([N+](=O)[O-])cc3)N(c3ccc(S(N)(=O)=O)cc3)C2=O)cc1 (stereo unspecified)
    2.6, 0, -0.3, 0.5, -1.3, -15, 0.1, 1.9, -0.5, -7, -5
Cc1nc(Nc2ccccc2O)c2oc3ccccc3c2n1
    0.1, 0, 1.1, -2.4, -0.7, -2, 0.2, -0.8, 1.3, 0, -34
CCC1(c2ccccc2)NC(=O)N(CC(=O)N(C)CC(=O)Nc2ccc(F)c(F)c2F)C1=O (stereo unspecified)
    0.3, 1, -0.5, -0.2, -0.9, 1, 1.6, 1.8, 0.6, -7, 0
CCCCn1c(N)c(N(CCC(C)C)C(=O)CSc2nncn2-c2ccccc2)c(=O)[nH]c1=O
    -0.3, -3, 0.6, 1.4, -0.8, -17, 0.9, 0.8, 0.0, -6, -2
COc1ccc(N2CCN(c3ccnc4cc(Cl)ccc34)CC2)cc1
    -0.3, -2, 0.9, -0.5, -1.0, 1, -0.7, -1.2, 1.4, -7, -4
CC[C@]12c3[nH]c4ccc(OC)cc4c3CCN1C(=O)C(CC(=O)NCCN1CCOCC1)C[C@@H]2C(=O)N1CCN(C(=O)c2ccco2)CC1 (stereo partly specified)
    0.8, -7, -0.8, -2.0, -1.1, 9, -1.3, 0.9, -0.9, -2, 12

Assay outcomes as filed in PubChem.
